UHRF1 binding = blocks human UHRF1 binding to methylated DNA. Q96T88. UHRF1 binding to methylated oligo, TR-FRET. inhibition, % at 4.4 µM. 370,000 tested, 0.75% active; in the data active = inhibition above about 21%;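 note: UHRF1 SRA domain binding a hemimethylated CpG hairpin DNA probe; 0% = median of test compound wells and 100% = reference inhibitor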
PLC-gamma1 inh = inhibitors of human phospholipase C gamma1; P19174; purified PLC-gamma1, fluorogenic substrate, fluorescence; inhibition, % at 12.2 µM; 370,000 tested, 0.84% active; in the data active = inhibition above about 9.5%
ASAP1 inh = inhibitors of human ASAP1 ArfGAP activity | inhibition, % at 16.5 µM | AID 624377 | 360,000 tested, 0.19% active | ASAP1-stimulated ARF1 GTP hydrolysis, GDP FP detection; in the data active = inhibition above about 25%;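 note: 0% = vehicle with enzyme and substrate and 100% = no enzyme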
Target sequence (Q9ULH1 325-724 limits assumed): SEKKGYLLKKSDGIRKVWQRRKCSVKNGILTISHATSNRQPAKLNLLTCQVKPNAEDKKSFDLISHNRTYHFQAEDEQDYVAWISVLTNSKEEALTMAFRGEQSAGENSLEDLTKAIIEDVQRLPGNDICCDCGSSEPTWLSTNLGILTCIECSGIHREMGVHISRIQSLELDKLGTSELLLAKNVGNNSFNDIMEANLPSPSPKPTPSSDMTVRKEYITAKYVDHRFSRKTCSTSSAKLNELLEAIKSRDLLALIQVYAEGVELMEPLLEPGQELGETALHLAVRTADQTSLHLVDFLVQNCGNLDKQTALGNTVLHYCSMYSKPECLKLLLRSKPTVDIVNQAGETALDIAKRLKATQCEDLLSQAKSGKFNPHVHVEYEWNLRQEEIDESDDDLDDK
Rev-erbA mod = Rev-erb alpha (human) modulation. P20393. Rev-erbα–FITC-DNA binding, fluorescence polarization, 90 min. activity, % at 10 µM. 370,000 tested, 0.79% active;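 active = activity above about 14%, limit read from the data; passing the limit was not always enough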;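 note: 0% = DMSO wells with 35 nM protein and 100% = DMSO wells with 750 nM protein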
DDE Tn7 FP inh = inhibitors of Tn7 peptide binding to human fibrin DD(E); P02675; FP displacement of FITC-Tn7 peptide from fibrin DD(E); 0% = median of compound wells per plate; inhibition, % at 8.3 µM; 370,000 tested, 0.13% active;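 active = inhibition above the mean of compounds falling within the control limits plus 3 SD of them, cut at about 14% in these data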;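 note: 0% = plate median of compound wells and 100% = 10 µM Aha-Tn7 peptide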
Target sequence (P02675 whole entry, looked up): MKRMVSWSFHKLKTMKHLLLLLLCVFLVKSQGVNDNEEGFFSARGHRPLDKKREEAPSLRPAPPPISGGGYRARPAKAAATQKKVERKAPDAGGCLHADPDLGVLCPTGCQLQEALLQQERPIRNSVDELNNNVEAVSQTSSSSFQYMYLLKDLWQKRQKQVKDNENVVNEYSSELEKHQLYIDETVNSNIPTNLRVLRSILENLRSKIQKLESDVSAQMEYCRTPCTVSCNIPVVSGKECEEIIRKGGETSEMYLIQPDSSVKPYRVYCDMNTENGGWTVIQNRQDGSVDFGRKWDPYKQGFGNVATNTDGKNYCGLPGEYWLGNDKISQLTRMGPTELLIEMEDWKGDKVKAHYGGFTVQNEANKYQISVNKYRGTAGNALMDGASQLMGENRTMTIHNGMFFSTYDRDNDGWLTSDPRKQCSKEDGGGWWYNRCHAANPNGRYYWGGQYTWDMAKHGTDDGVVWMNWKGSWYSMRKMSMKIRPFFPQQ
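Assay system: Human clot-derived fibrin DD(E) complex | Buffer or medium: Tris/NaCl/CaCl2 buffer, pH 7.8 | Repeats: One replicate per compound | Benchmarks: Aha-Tn7 high control | Measure: % inhibition scaled between sample-field median and high-control FP | Schedule: 10 min plus 3 h, room temperature | Signal: Fluorescence polarization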
HGIII-sPLA2 inh = Inhibits HGIII-sPLA2 liposome hydrolysis, primary screen; Q9NZ20; QFRET BODIPY PC-A2 liposome hydrolysis, fluorescence; inhibition, % at 12.2 µM; 370,000 tested, 0.56% active;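 active = inhibition above mean plus 3 SD of compounds lying within the high and low control bounds, cut at about 19% in these data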;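 note: 0% = median of test compound wells and 100% = no enzyme DMSO wells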
DDE Tn6 FP inh = disrupts Tn6 cyclic peptide binding to fibrin D-Dimer-E complex. P02675. Fibrin DD(E) TRITC-Tn6 fluorescence polarization displacement. inhibition, % at 8.3 µM. 370,000 tested, 0.21% active. AID 720509;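 active = inhibition above a per-campaign cutoff: mean of compounds within control limits plus 3 SD, cut at about 15% in these data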;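 note: 0% = median of all compound wells on the plate and 100% = blocking peptide control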
KLK7 zymogen act = proKLK7 (human) activation, primary screen; purified proKLK7, EDANS-DABCYL substrate fluorescence; 100% is mature enzyme control, 0% vehicle; activation, % at 7 µM; 370,000 tested, 0.9% active; AID 652039;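 active = activation above the mean of all tested compounds plus 3 SD, computed per campaign excluding outliers beyond control limits, cut at about 13% in these data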
PLCb3 inh = blocks human PLC-beta3 enzyme activity; inhibition, % at 12.2 µM; Q01970; Purified PLC-beta3, fluorogenic substrate, fluorescence; 370,000 tested, 0.18% active; in the data active = inhibition above about 11%;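 note: 0% = median of compound wells on plate and 100% = full blocker control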
ARFGAP1 inhibitor = inhibits rat ARF GTPase activating protein 1; Q62848; inhibition, % at 16.5 µM; 360,000 tested, 0.26% active; Arfgap1-stimulated ARF1 GTP hydrolysis, GDP FP detection;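 active = inhibition above a per-plate limit, mean inhibition of low control wells plus 3 SD, cut at about 25% in these data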;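 note: 0% = DMSO wells with enzyme and 100% = wells lacking Arfgap1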
Target sequence (Q62848 1-136 limits assumed): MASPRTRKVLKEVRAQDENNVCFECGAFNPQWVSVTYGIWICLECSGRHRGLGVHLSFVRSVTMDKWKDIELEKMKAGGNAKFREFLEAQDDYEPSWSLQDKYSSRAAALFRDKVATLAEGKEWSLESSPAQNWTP
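system = rat Arfgap1 catalytic domain, aa 1-136 | technique = FP, GDP Alexa 633 tracer displaced from anti-GDP antibody, 620/688 nm | compound = one concentration, 16.5 µM, DMSO 1.26% | medium = HEPES-based buffer, pH 7.5 | timing = compound-enzyme preincubation 20 min, reaction 120 min, detection 60 min, 25 °C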
The depositor's hits bear a star.

Screening CCOC(=O)c1ccc(CN2CCCC(C)(C(=O)NCCOC)C2)cc1 (configuration not stated) returned UHRF1 binding 3, PLC-gamma1 inh -1, ASAP1 inh -9, Rev-erbA mod -7, DDE Tn7 FP inh -4, HGIII-sPLA2 inh 3, DDE Tn6 FP inh 1, KLK7 zymogen act -0.1, PLCb3 inh 1 and ARFGAP1 inhibitor 7.
Cc1cccc(C(=O)NCC(c2ccc(F)cc2)N2CCOCC2)c1 (configuration not stated) was read as UHRF1 binding 3, PLC-gamma1 inh 2, ASAP1 inh 6, Rev-erbA mod 2, DDE Tn7 FP inh -2, HGIII-sPLA2 inh 2, DDE Tn6 FP inh 0, KLK7 zymogen act 0.0, PLCb3 inh -7 and ARFGAP1 inhibitor 10.
CCCCN(C(=O)C(C)Oc1ccc(Br)cc1)c1c(N)n(Cc2ccccc2)c(=O)[nH]c1=O (configuration not stated) was read as UHRF1 binding -2, PLC-gamma1 inh 1, ASAP1 inh -3, Rev-erbA mod -4, DDE Tn7 FP inh -3, HGIII-sPLA2 inh -3, DDE Tn6 FP inh -3, KLK7 zymogen act -0.1, PLCb3 inh -2 and ARFGAP1 inhibitor 8.
`COc1ccc(S(=O)(=O)N2CCOC2CNC(=O)C(=O)NCCc2ccc(OC)c(OC)c2)cc1` (configuration not stated) gave UHRF1 binding 1, PLC-gamma1 inh 4, ASAP1 inh -4, Rev-erbA mod 0, DDE Tn7 FP inh 2, HGIII-sPLA2 inh 4, DDE Tn6 FP inh -6, KLK7 zymogen act 0.6, PLCb3 inh -1 and ARFGAP1 inhibitor -6.
`CCCCC[C@@H]1C=C(C(=O)O)[C@H](c2ccc(CC)cc2)N1S(=O)(=O)c1ccc(C)cc1` gave UHRF1 binding 2, PLC-gamma1 inh 0, ASAP1 inh -12, Rev-erbA mod 2, DDE Tn7 FP inh 2, HGIII-sPLA2 inh 4, DDE Tn6 FP inh -4, KLK7 zymogen act -0.4, PLCb3 inh -3 and ARFGAP1 inhibitor 6.
`CCOC(=O)Nc1cc(=O)c2ccccc2o1` gave UHRF1 binding 0, PLC-gamma1 inh -5, ASAP1 inh 10, Rev-erbA mod 0, DDE Tn7 FP inh 2, HGIII-sPLA2 inh -2, DDE Tn6 FP inh 1, KLK7 zymogen act -7.3, PLCb3 inh -3 and ARFGAP1 inhibitor -6.
`COc1ccc(C(=O)N2CCC2)cc1S(=O)(=O)NCc1ccc(Cl)cc1` gave UHRF1 binding 2, PLC-gamma1 inh 7, ASAP1 inh -11, Rev-erbA mod 4, DDE Tn7 FP inh 5, HGIII-sPLA2 inh -3, DDE Tn6 FP inh -6, KLK7 zymogen act -0.1, PLCb3 inh -4 and ARFGAP1 inhibitor 2.
For COc1cc(/C=N/NC(=O)c2cc(-c3cccc(Br)c3)nc3ccccc23)cc(OC)c1O the results were UHRF1 binding 0, PLC-gamma1 inh 0, ASAP1 inh 6, Rev-erbA mod -2, DDE Tn7 FP inh 6, HGIII-sPLA2 inh 2, DDE Tn6 FP inh -8, KLK7 zymogen act -0.5, PLCb3 inh -8 and ARFGAP1 inhibitor 27*.
`COc1ccc(OC)c(Cc2cnc3nc(N)nc(N)c3c2C)c1` gave UHRF1 binding 2, PLC-gamma1 inh -7, ASAP1 inh -2, Rev-erbA mod 0, DDE Tn7 FP inh -3, HGIII-sPLA2 inh 6, DDE Tn6 FP inh 3, KLK7 zymogen act -0.3, PLCb3 inh -6 and ARFGAP1 inhibitor 2.
For O=C(Nc1cc(Cl)ccc1N1CCOCC1)c1ccc2c(c1)OCO2 the results were UHRF1 binding 0, PLC-gamma1 inh -4, ASAP1 inh 12, Rev-erbA mod -5, DDE Tn7 FP inh 1, HGIII-sPLA2 inh -3, DDE Tn6 FP inh 9, KLK7 zymogen act 0.9, PLCb3 inh 1 and ARFGAP1 inhibitor 12.
`Cn1c(=O)c2nc3ccccc3nc2n(C)c1=O` gave UHRF1 binding -7, PLC-gamma1 inh -67, ASAP1 inh -3, Rev-erbA mod 4, DDE Tn7 FP inh 2, HGIII-sPLA2 inh 5, DDE Tn6 FP inh 0, KLK7 zymogen act -0.7, PLCb3 inh -90 and ARFGAP1 inhibitor 3.
`Cc1ccncc1C(N)=O` gave UHRF1 binding 1, PLC-gamma1 inh 4, ASAP1 inh 4, Rev-erbA mod 1, DDE Tn7 FP inh -2, HGIII-sPLA2 inh 0, DDE Tn6 FP inh -2, KLK7 zymogen act -0.2, PLCb3 inh -5 and ARFGAP1 inhibitor 0.
`Cc1nn2c(=O)c(NC(=O)c3ccc(Cl)cc3)cnc2s1` gave UHRF1 binding -1, PLC-gamma1 inh 0, ASAP1 inh 0, Rev-erbA mod 10, DDE Tn7 FP inh -5, HGIII-sPLA2 inh 2, DDE Tn6 FP inh 1, KLK7 zymogen act 0.1, PLCb3 inh -6 and ARFGAP1 inhibitor 3.
`Cc1noc(C)c1COc1ccccc1C(=O)NCCOc1ccccc1F` gave UHRF1 binding 18, PLC-gamma1 inh 2, ASAP1 inh -8, Rev-erbA mod 7, DDE Tn7 FP inh 0, HGIII-sPLA2 inh 0, DDE Tn6 FP inh 0, KLK7 zymogen act -0.3, PLCb3 inh -1 and ARFGAP1 inhibitor 4.
Screening CCOC(=O)c1ccc(NC(=O)CSCC(=O)OCC(=O)c2ccccc2)cc1 returned UHRF1 binding -3, PLC-gamma1 inh -2, ASAP1 inh 1, Rev-erbA mod -3, DDE Tn7 FP inh 4, HGIII-sPLA2 inh -49, DDE Tn6 FP inh 0, KLK7 zymogen act 0.1, PLCb3 inh 1 and ARFGAP1 inhibitor 5.

Sorted by formula weight (lowest first): some entries from above
`COc1ccc(OC)c(Cc2cnc3nc(N)nc(N)c3c2C)c1` gave UHRF1 binding 2, PLC-gamma1 inh -7, ASAP1 inh -2, Rev-erbA mod 0, DDE Tn7 FP inh -3, HGIII-sPLA2 inh 6, DDE Tn6 FP inh 3, KLK7 zymogen act -0.3, PLCb3 inh -6 and ARFGAP1 inhibitor 2.
Screening CCOC(=O)c1ccc(NC(=O)CSCC(=O)OCC(=O)c2ccccc2)cc1 returned UHRF1 binding -3, PLC-gamma1 inh -2, ASAP1 inh 1, Rev-erbA mod -3, DDE Tn7 FP inh 4, HGIII-sPLA2 inh -49, DDE Tn6 FP inh 0, KLK7 zymogen act 0.1, PLCb3 inh 1 and ARFGAP1 inhibitor 5.
`CCCCC[C@@H]1C=C(C(=O)O)[C@H](c2ccc(CC)cc2)N1S(=O)(=O)c1ccc(C)cc1` gave UHRF1 binding 2, PLC-gamma1 inh 0, ASAP1 inh -12, Rev-erbA mod 2, DDE Tn7 FP inh 2, HGIII-sPLA2 inh 4, DDE Tn6 FP inh -4, KLK7 zymogen act -0.4, PLCb3 inh -3 and ARFGAP1 inhibitor 6.

(listing goes on)
Screening CC1(NC(=O)NCc2ccco2)CCS(=O)(=O)C1 (configuration not stated) returned UHRF1 binding -4, PLC-gamma1 inh 0, ASAP1 inh -5, Rev-erbA mod 2, DDE Tn7 FP inh 6, HGIII-sPLA2 inh -3, DDE Tn6 FP inh 4, KLK7 zymogen act 0.5, PLCb3 inh 3 and ARFGAP1 inhibitor -4.
`CN(C)C(=O)c1cc(C(=O)c2ccc(Cl)cc2Cl)c[nH]1` gave UHRF1 binding 2, PLC-gamma1 inh 5, ASAP1 inh -5, Rev-erbA mod 9, DDE Tn7 FP inh -4, HGIII-sPLA2 inh 1, DDE Tn6 FP inh 7, KLK7 zymogen act 0.1, PLCb3 inh -5 and ARFGAP1 inhibitor 1.
`Cc1ccccc1NC(=O)OC1CCC12CCCCC2` (configuration not stated) gave UHRF1 binding -4, PLC-gamma1 inh 0, Rev-erbA mod 4, DDE Tn7 FP inh 2, HGIII-sPLA2 inh 8, DDE Tn6 FP inh 2, KLK7 zymogen act -0.7 and PLCb3 inh 0.
Screening Cc1ccc(COCC(CC(C)C)N2CCN(C(=O)c3cccc(C(F)(F)F)c3)CCC2=O)cc1 (configuration not stated) returned UHRF1 binding 0, PLC-gamma1 inh 1, ASAP1 inh 6, Rev-erbA mod 2, DDE Tn7 FP inh 4, HGIII-sPLA2 inh -7, DDE Tn6 FP inh 5, KLK7 zymogen act 0.2, PLCb3 inh 2 and ARFGAP1 inhibitor 3.
CCn1c(Cc2cccs2)nnc1SCC(=O)NC1CC1 was read as UHRF1 binding 2, PLC-gamma1 inh 5, ASAP1 inh 10, Rev-erbA mod -6, DDE Tn7 FP inh 7, HGIII-sPLA2 inh 13, DDE Tn6 FP inh -5, KLK7 zymogen act 0.4, PLCb3 inh -6 and ARFGAP1 inhibitor -1.
CCc1nnc(NC(=O)CCC(=O)N2CCN(C3CCCCC3)CC2)s1 was read as UHRF1 binding -1, PLC-gamma1 inh 2, ASAP1 inh -7, Rev-erbA mod 0, DDE Tn7 FP inh 5, HGIII-sPLA2 inh -3, DDE Tn6 FP inh 0, KLK7 zymogen act -0.1, PLCb3 inh -1 and ARFGAP1 inhibitor -10.
Screening COc1ccccc1N1CCN(C(=O)C2CCCO2)CC1 (configuration not stated) returned UHRF1 binding 6, PLC-gamma1 inh 3, ASAP1 inh 13, Rev-erbA mod -1, DDE Tn7 FP inh -7, HGIII-sPLA2 inh 19, DDE Tn6 FP inh -10, KLK7 zymogen act -0.6, PLCb3 inh -3 and ARFGAP1 inhibitor -6.
Screening N#Cc1nc(Cc2ccccc2)oc1NCc1ccccc1Cl returned UHRF1 binding 1, PLC-gamma1 inh 3, ASAP1 inh 2, Rev-erbA mod 3, DDE Tn7 FP inh -8, HGIII-sPLA2 inh -7, DDE Tn6 FP inh -9, KLK7 zymogen act 0.5, PLCb3 inh 3 and ARFGAP1 inhibitor -1.
O=C(N/N=C/C1=C(N2CCOCC2)C(=C\c2ccccc2)/CC1)Nc1ccccc1 was read as UHRF1 binding -2, PLC-gamma1 inh -7, ASAP1 inh -20, Rev-erbA mod 2, DDE Tn7 FP inh -6, HGIII-sPLA2 inh -5, DDE Tn6 FP inh 8, KLK7 zymogen act 0.8, PLCb3 inh -8 and ARFGAP1 inhibitor 13.
For COc1ccc(NC(=O)c2ccco2)cc1NC(=O)c1ccccc1 the results were UHRF1 binding -3, PLC-gamma1 inh 1, ASAP1 inh -21, Rev-erbA mod -5, DDE Tn7 FP inh -4, HGIII-sPLA2 inh 3, DDE Tn6 FP inh 5, KLK7 zymogen act 0.0, PLCb3 inh -5 and ARFGAP1 inhibitor 2.
For COc1ccc(C)cc1NC(=O)c1ccoc1C the results were UHRF1 binding 1, PLC-gamma1 inh 0, ASAP1 inh -11, Rev-erbA mod -4, DDE Tn7 FP inh 6, HGIII-sPLA2 inh -2, DDE Tn6 FP inh 4, KLK7 zymogen act 0.0, PLCb3 inh -1 and ARFGAP1 inhibitor -2.
Screening Cc1cccc(NC(=O)CN2CCN(C(=O)c3cnn(Cc4ccccc4)c3)CC2)c1C returned UHRF1 binding 2, PLC-gamma1 inh 0, ASAP1 inh -10, Rev-erbA mod -5, DDE Tn7 FP inh 1, HGIII-sPLA2 inh -3, DDE Tn6 FP inh 3, KLK7 zymogen act -0.1, PLCb3 inh -4 and ARFGAP1 inhibitor -4.
